aGal spleen mod = alpha-galactosidase A (human) modulation; P06280; Potency, µM (highest dose often 80 µM), inactives show at the top dose activity change, negative = inhibition, most hits filed as inhibitors; human spleen homogenate, 4MU-alpha-Gal fluorescence, 40 min; 240,000 tested, 0.008% active;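 note: 0% = enzyme with vehicle and -100% = no enzyme basal signal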
Target sequence (P06280 32-429 limits assumed): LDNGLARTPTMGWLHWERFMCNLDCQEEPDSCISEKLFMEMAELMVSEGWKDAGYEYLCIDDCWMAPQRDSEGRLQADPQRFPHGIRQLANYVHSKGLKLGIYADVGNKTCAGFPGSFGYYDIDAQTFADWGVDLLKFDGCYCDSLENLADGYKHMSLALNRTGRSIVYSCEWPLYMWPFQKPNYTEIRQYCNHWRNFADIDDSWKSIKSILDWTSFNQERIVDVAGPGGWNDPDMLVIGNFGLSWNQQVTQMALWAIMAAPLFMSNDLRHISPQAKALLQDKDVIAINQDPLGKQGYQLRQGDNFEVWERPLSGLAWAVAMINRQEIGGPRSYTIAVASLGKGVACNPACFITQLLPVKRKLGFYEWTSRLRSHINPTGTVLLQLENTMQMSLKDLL
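Inhibition or activation of alpha-galactosidase in human spleen homogenate is scored by 4-MU fluorescence after 40 min at 37C, pH 5.0, with 1 mM substrate. AC50s come from concentration-response fitted to the Hill equation.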
GAA spleen mod = inhibitors or activators of human alpha-glucosidase in spleen homogenate; human spleen homogenate, 4-MU-alpha-glucoside fluorescence; P10253; 240,000 tested, 0.006% active; Potency, µM (series often up to 79.9 µM), for inactives: at the highest dose activity change, negative = inhibition, usual class: inhibitors;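 note: 0% = enzyme with vehicle and -100% = no enzyme basal signal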
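Enzyme source: human spleen homogenate, 1 ug/well. Buffer 50 mM citric acid/K phosphate pH 5.0, 0.01% Tween-20. 4-MU-alpha-glucoside 1 mM; 37 C x 40 min; NaOH/glycine stop; fluorescence.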
HTT cytoprotect = cytoprotection in Huntington HTT-Q103 PC12 cell model. PC12 HTT-Q103 induced, cytoprotection, ATP luminescence, 40 h. AID 1471. Potency, µM (titrated, usually from 56.4 µM), inactives show cytoprotection (ATP increase), actives largely listed as activators. 230,000 tested, 0.14% active;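 note: % of control where 0% means no effect; nearly all actives have a fitted effect of over 45% in size; toxic huntingtin expression switched on by the ecdysone agonist tebufenozide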
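Cells were plated at 1500 per well in phenol red-free DMEM with 5% equine and 5% calf serum. Tebufenozide (100 nM final) and compounds were added, then ATPlite reagent, and luminescence was read.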
GAA inhib = blocks human lysosomal alpha-glucosidase; purified human GAA, 4-MU-alpha-glucoside fluorescence; Potency, µM (highest dose often 76.9 µM), for the others: top-dose activity change, negative = inhibition, hits mostly inhibitors; 200,000 tested, 0.005% active; P10253;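 note: plate controls were uninhibited enzyme wells for no effect and no-enzyme background for full effect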
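Enzyme (4 nM final) mixed with compound (up to 77 uM), then 4-MU-alpha-D-pyranoside (400 uM final) added; 20 min at room temperature, pH 5.0. Reaction stopped at pH 10, fluorescence read, AC50 derived by Hill fit.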
Tau fluor counter = counter-screen for tau fibril formation inhibitors; tau K18 P301L Alexa594 fluorescence, heparin fibrillization; Potency, µM (series often up to 57.7 µM), inactives show top-dose activity change, negative = decrease; 280,000 tested, 0.93% active; AID 1463; note: % is set by controls: 0 for no effect and ±100 for the full control effect; nearly all actives have a fitted effect of over 55% in size
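Human tau K18 P301L (15 uM unlabeled, 0.24 uM Alexa 594-labeled) in 100 mM sodium acetate pH 7 with 20 uM heparin, 6 hr at 37 C. ThT 30 uM added, 1 hr ambient; Alexa 594 FP and total fluorescence read at 555/632 nm.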
GAA glycogen mod = alters human alpha-glucosidase cleavage of glycogen | recombinant GAA, glycogen substrate, Amplex Red glucose oxidase fluorescence | 300,000 tested, 0.38% active | Potency, µM (doses to about 76.4 µM), inactives show top-dose activity change, negative = inhibition, hits mostly inhibitors | AID 2100;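 note: 0% = full enzyme reaction and -100% = no-enzyme basal signal; the screen sought inhibitors and activators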
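Recombinant human enzyme (4 nM); glycogen substrate; 37 C, 40 min, pH 5.0. Readout: coupled glucose oxidase/Amplex Red fluorescence.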
Tau fibril ThT = blocks human tau fibril formation measured by thioflavin T; P10636; recombinant tau K18 P301L (four-repeat tau fragment), heparin-induced fibrillization, ThT fluorescence; Potency, µM (doses to about 57.4 µM), without a hit: top-dose activity, negative = inhibition, hits mostly inhibitors; 270,000 tested, 2.1% active; note: % is set by controls: 0 for no effect and ±100 for the full control effect; nearly all actives have a fitted effect of over 55% in size
Target sequence (P10636 561-689 P618L limits assumed): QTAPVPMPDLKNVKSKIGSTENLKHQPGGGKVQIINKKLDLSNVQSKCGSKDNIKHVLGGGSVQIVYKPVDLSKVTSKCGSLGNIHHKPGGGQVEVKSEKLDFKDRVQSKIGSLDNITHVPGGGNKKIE
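In this qHTS, human K18 P301L tau is incubated with compound and heparin for 6 hr at 37 C, and Thioflavin T fluorescence then reports fibril load.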
Tau FP inhib = blocks human tau fibril formation measured by polarization. K18 P301L tau heparin fibrillization, Alexa594 FP, 6 h. Potency, µM (titrated, usually from 57.7 µM), for the others: at the highest dose activity, negative = inhibition, usual class: inhibitors. 280,000 tested, 0.39% active. AID 1468; note: % is set by controls: 0 for no effect and ±100 for the full control effect; nearly all actives have a fitted effect of over 55% in size
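Steps: dispense K18 P301L tau (15 uM plus 0.24 uM Alexa 594 tracer, final) in pH 7 sodium acetate; add compound; add heparin (20 uM final); incubate 6 hr, 37 C; add ThT (30 uM final); after 1 hr ambient, read FP.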
* marks the source's active call; other numbers are inactive results; ? = inconclusive; . = not tested or not shown; [ ] = another dose, or the depositor's remark. Calls come from the whole dose curve; as a rule, active = well fitted curve in the direction sought with a large enough effect; inconclusive = small, poorly fitted or top-dose-only effect, or another doubt; inactive = no such curve, though single readings can be large; an effect the other way counts as inactive or inconclusive. Potency is the fitted concentration of half-maximal effect.

Start of the data: the first 2 entries as a preview:
SMILES	aGal spleen mod	GAA spleen mod	HTT cytoprotect	GAA inhib	Tau fluor counter	GAA glycogen mod	Tau fibril ThT	Tau FP inhib
COc1ccc(-n2c(SC)nc3sc4c(c3c2=O)CCN(C(C)=O)C4)cc1	.	.	.	.	-26.3%	-2.7%[76.3 µM]	?	-16.0%
CCOc1ccc(-c2cc(NC(=O)c3ccc(C)cc3)c(C(=O)OC)s2)cc1	.	.	.	.	-6.2%	16.6%[76.3 µM]	-6.2%	6.7%

The whole of this part, previewed entries included:
SMILES	aGal spleen mod	GAA spleen mod	HTT cytoprotect	GAA inhib	Tau fluor counter	GAA glycogen mod	Tau fibril ThT	Tau FP inhib
COc1ccc(-n2c(SC)nc3sc4c(c3c2=O)CCN(C(C)=O)C4)cc1	.	.	.	.	-26.3%	-2.7%[76.3 µM]	?	-16.0%
CCOc1ccc(-c2cc(NC(=O)c3ccc(C)cc3)c(C(=O)OC)s2)cc1	.	.	.	.	-6.2%	16.6%[76.3 µM]	-6.2%	6.7%
Cc1ccc2c(c1)CCCN2C(=O)c1ccoc1C	3.4%	-2.9%	-4.1%	-6.3%	-1.1%	2.7%	-14.5%	-2.4%
COc1ccc(NCc2ccc3c(c2)OCO3)cc1Cl	-0.6%	0.9%	9.4%[10 µM]	-9.8%	?	-22.5%	?	-0.5%
CC(=O)c1c(C(C)=O)c(C)n(C(c2ccccc2)c2ccccc2)c1C	13.2%	10.7%	9.5%	1.1%	-10.2%	-7.3%	-14.0%	-6.2%
CCOc1ccc(N(Cc2ccccc2)C(=O)c2nc(SCC)ncc2Cl)cc1	.	.	.	.	-10.4%	-7.1%[76.3 µM]	-2.7%	0.6%
CCOC(=O)C1(Cc2cccc(F)c2)CCN(C(=O)c2ccoc2C)CC1	-10.2%	-2.0%	-32.9%[inhibitor]	0.9%	1.4%	-11.6%	-8.9%	2.0%
CC(=O)c1cccc(Nc2cc(C)nc3ccc(C)cc23)c1	1.7%	-0.4%	-1.0%[10 µM]	.	-18.4%	-0.6%	-13.2%	-7.7%
Clc1ccc(-c2ccc(C=Nc3ccc(N4CCOCC4)cc3)o2)c(Cl)c1	4.6%	0.7%	-9.6%	?	-0.9%	-5.7%	?	-0.6%
CCCCOc1ccc(CONS(=O)(=O)c2ccc(NC(C)=O)cc2)cc1Cl	1.0%	1.8%	1.7%[10 µM]	4.2%	-6.5%	-1.7%	-2.8%	?
Cc1ccc(C(=O)NCCNS(=O)(=O)c2ccccc2)cc1	10.0%	7.6%	19.1%	-2.3%	3.4%	6.5%	0.9%	0.7%
N#CCSC1=Nc2ccccc2C2=NC(CCC(=O)N3CCN(c4ccccc4)CC3)C(=O)N12 (stereo not drawn)	15.2%	2.4%	15.7%[10 µM]	1.4%	-11.8%	19.5%	?	-6.1%
Cc1ccc(N2CC(C(=O)Oc3cccc(N4C(=O)CCC4=O)c3)CC2=O)cc1 (stereo not drawn)	-7.7%	-11.2%	-26.2%[0.074 µM]	-3.8%	8.1%	-1.8%	?	?
COc1ccc(C(=O)NC(=S)Nc2ccc(N3CCN(C(C)=O)CC3)cc2)cc1[N+](=O)[O-]	-0.8%	2.4%	14.1%[10 µM]	.	-38.2%	-24.1%	.	9.4%
Cc1nn(CC(=O)Nc2ccc(C#N)cc2)c(C)c1[N+](=O)[O-]	0.9%	6.4%	-50.1%	2.8%	-1.9%	-3.3%	?	-2.2%
CC(C)Sc1nc2c(cnn2-c2ccc(F)cc2)c(=O)[nH]1	1.1%	-4.0%	-9.7%[10 µM]	-6.9%	12.1%	6.4%	3.1%	12.9%
O=C(Nc1ccc(F)c(Cl)c1)C1CCCN(S(=O)(=O)c2cccc3nsnc23)C1 (stereo not drawn)	.	.	.	.	?	12.1%[76.3 µM]	-1.9%	?
Clc1ccc2c(c1)C(c1cccs1)=NNC(c1cccnc1)=N2	8.2%	0.2%	-19.8%	-11.8%	?	-1.5%	?	-1.6%
COC(=O)c1ccc(C)c(NC(=O)CCSc2ccc(C)cc2)c1	-3.9%	-8.4%	6.0%[10 µM]	3.1%	-6.5%	8.7%	1.9%	?
O=C(Nc1nnc(COc2ccccc2)s1)c1ccco1	5.9%	8.2%	6.6%	5.9%	4.5%	-1.3%	8.2%	-2.6%
CN1c2ccccc2C2(C)CCCC3=Cc4cccc([N+](=O)[O-])c4OC312 (stereo not drawn)	0.2%	-4.1%	0.4%[10 µM]	-1.7%	?	-5.2%	-10.0%	-2.3%
O=C(COC(=O)C1CCN(S(=O)(=O)c2cccs2)CC1)NCc1ccccc1	1.8%	9.5%	-20.7%[10 µM]	-3.0%	-12.6%	-4.7%	-9.5%	?
O=C(CCc1ccccc1)Nc1nnc(-c2ccccn2)o1	4.7%	-0.6%	-56.5%[inhibitor][10 µM]	3.1%	-4.4%	2.5%	-3.4%	-3.9%
COc1ccc(C2CC2/C(C)=N/OC(=O)c2cccs2)cc1 (stereo not drawn)	8.1%	-6.3%	3.5%[10 µM]	-5.4%	-5.7%	-1.1%	-8.8%	1.8%
O=c1c(O[C@@H]2O[C@H](CO)[C@@H](O)[C@H](O)[C@H]2O)c(-c2ccc(O)c(O)c2)oc2cc(O)cc(O)c12	-6.5%	-9.9%	.	-1.4%[15.4 µM]	-27.0%	3.55µM*	?	-4.6%
COc1ccc(NC(=O)c2ccc(-c3nn(C)c(=O)c4ccccc34)cc2)cc1	-3.0%	-3.0%	-3.9%[10 µM]	-4.3%	-4.9%	-1.4%	-8.6%	-5.7%
CCCN(CCC)c1ncnc2c1cnn2-c1ccc(OC)cc1	-0.2%	-11.8%	-82.6%[inhibitor][0.074 µM]	-1.9%	-11.0%	-2.3%	?	3.1%
Cc1c(Cl)c([N+](=O)[O-])nn1CCCC(=O)Nc1cc(Cl)ccc1Cl	3.5%	0.7%	21.4%[10 µM]	2.9%	-28.8%	9.1%	-11.0%	-8.5%
CCn1c(CNc2ccccc2Cl)nnc1SCC(=O)OC1CCCCC1	-9.1%	-16.8%	-0.7%	-9.4%	-7.5%	-0.2%	-17.2%	-5.0%
Cc1ccccc1NC(=O)c1ccccc1NC(=O)Cc1cccc2ccccc12	-4.8%	-7.0%	13.2%[10 µM]	9.2%	-25.4%	-7.1%	1.2%	-9.1%
CCOc1ccc(NC(=O)N2CCN(c3ccc(Cl)c(Cl)c3)CC2)cc1	.	.	.	.	-15.4%	-6.6%[76.3 µM]	?	-4.3%
CCCCc1c(O)n(-c2ccccc2)[nH]c1=O	-5.4%	4.1%	-51.2%[inhibitor]	.	-11.2%	.	-7.4%	-11.0%
Cc1cc(CNC(=O)c2ccc3c(c2)OCO3)c2ccccc2n1	8.5%	3.7%	-87.3%[inhibitor]	1.7%	0.4%	?	-3.0%	3.7%
CCOc1ccc(-n2nc3ccc(NC(=O)Cc4ccccc4)cc3n2)cc1	.	.	.	.	-15.3%	-8.9%[76.3 µM]	-10.2%	-13.6%
Cc1nc(CSc2n[nH]c(=O)n2-c2cccc(F)c2)cs1	-10.3%	-9.9%	20.3%[10 µM]	-7.7%	-7.7%	1.7%	-11.3%	-5.2%
C=CCn1cc(C(=O)NCC2CCCO2)c(=O)c2cc(S(=O)(=O)N3CCCCCC3)ccc21 (stereo not drawn)	-6.9%	2.0%	-22.8%[0.074 µM]	-3.1%	-16.9%	0.4%	-13.6%	2.6%
N#Cc1c(N)c(C(=O)c2ccc(Cl)cc2)n2c1CCC2	-1.9%	3.3%	-11.3%	-1.0%	-11.2%	1.2%	-12.2%	-2.0%
CCC1CCCCN1CCCNC(=O)Cn1nc(-c2ccccc2)ccc1=O (stereo not drawn)	-0.9%	-1.8%	-6.0%	?	-24.8%	13.5%	?	11.3%
CC(=O)Nc1ccc(S(=O)(=O)Nc2ccc(-c3ccc4nnc(C)n4n3)cc2)cc1	4.2%	.	-35.5%	-14.0%	-22.4%	-5.9%	-11.1%	1.7%
CC(C)[C@H](NC(=O)c1ccc(Cl)c([N+](=O)[O-])c1)C(=O)NCc1ccc(Cl)cc1Cl	-2.5%	-0.8%	.	7.8%	-17.8%	-0.4%	-9.0%	1.3%
COC(=O)c1sc2nc(SCc3ccccc3C)n(N)c(=O)c2c1C	4.2%	4.3%	.	5.1%	-10.7%	-3.1%	-6.0%	-5.0%
O=C(COC(=O)C12CC3CC(CC(O)(C3)C1)C2)NC12CC3CC(CC(C3)C1)C2	-6.2%	-7.3%	-14.9%[10 µM]	2.6%	-0.8%	2.3%	-5.2%	-3.0%
FC(F)Oc1ccc(NC(=S)NCc2nc3ccccc3[nH]2)cc1	2.9%	-8.2%	-19.6%	-14.3%	-15.4%	19.0%	-6.4%	-0.5%
Cc1ccc(NC(=O)NNC(=O)c2sccc2-n2cccc2)cc1	1.4%	.	-30.9%[inhibitor]	-8.8%	-15.0%	?	-10.8%	-1.3%
O=S(=O)(NC1CC1)c1ccc(S(=O)(=O)N2CCN3CCCC3C2)cc1 (stereo not drawn)	-1.7%	3.3%	-15.1%[10 µM]	-1.0%	8.9%	19.2%	2.5%	-0.7%
COc1ccc(NC(=O)NCc2cccnc2)cc1OC	0.5%	-1.6%	17.0%	-8.0%	3.7%	6.0%	-10.8%	-0.1%
CCC(Oc1ccccc1)C(=O)O/N=C(\N)c1ccc(OC)c(OC)c1 (stereo not drawn)	-7.2%	-0.5%	6.5%[10 µM]	-10.3%	-12.2%	-0.7%	?	1.4%
Cc1ccc(CN2C(=NC(=O)CCC(=O)O)SC3CS(=O)(=O)CC32)cc1 (stereo not drawn)	8.3%	0.0%	16.1%[10 µM]	.	1.7%	5.1%	.	-1.9%
O=C(/C=C/c1cccc([N+](=O)[O-])c1)Nc1ccccc1N1CCOCC1	16.9%	-13.1%	18.9%[10 µM]	1.3%	-12.6%	2.1%	-4.1%	8.2%
CCc1ccc2c(c1)C1(NN=C(c3ccc(C)cc3)S1)C(=O)N2 (stereo not drawn)	9.4%	-11.6%	14.9%[10 µM]	-0.4%	?	-4.9%	?	0.8%
COc1cnc(-c2ccccn2)nc1Sc1ccc(Cl)cc1	-14.1%	1.1%	-69.8%[inhibitor]	?	-6.5%	10.1%	-10.5%	-7.5%

Source: PubChem BioAssay (National Center for Advancing Translational Sciences (NCATS))
